Assay outcomes from PubChem BioAssay.
M1AAP inhibition: P. falciparum M1AAP inhibitors, biochemical, fluorogenic H-Leu-NHMec substrate, 1536-well (AID 1445); inhibition, % at 30 µM, or IC50 in µM where a hit was titrated; recombinant M1AAP, H-Leu-NHMec fluorogenic kinetic assay; higher % means a stronger effect; actives 0.42% (n = 220,000);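 active = primary inhibition above the hit cutoff, then over 50% inhibition at one or more dose response concentrations, cut at about 23% in these data, passing the limit was not always enough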;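 note: plate controls were DMSO full reaction for no effect and no enzyme background for full effect; strong numbers were not always called active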
PMI inhibitors: inhibitors of human PMI, primary screen, biochemical, fluorescence intensity, coupled assay (AID 1209); one-dose inhibition, % at 20 µM; IC50 in µM for titrated hits; actives 0.42% (n = 190,000); purified PMI enzyme, coupled fluorescence intensity; higher % means a stronger effect;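 note: plate controls were DMSO vehicle for no effect and wells lacking substrate for full effect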
TNAP activators: stimulation of alkaline phosphatase TNAP activity – biochemical, luminescent, no phosphate acceptor, uHTS, primary screen (AID 1001); activation fold at 20 µM; hits with a dose series show EC50 in µM; purified TNAP, luminescent activation assay, no phosphate acceptor; higher activation fold means a stronger effect; actives 0.03% (n = 200,000); in the data active = activation fold from about 3, or a potency from the dose series; inactive = the rest, 99 in 100 with activation fold below about 1.6; note: many of its hits are not listed in these tables
K1F lysis inhibition: protection from phage-mediated lysis, alamar blue read-out – E. coli UTI89, K1F phage, bacterial capsule biogenesis inhibitors (AID 488966). inhibition, % at 100 µM; hits with a dose series show IC50 in µM. actives 0.02% (n = 340,000). E. coli UTI89 K1F phage lysis, alamar blue, 2 h; higher % means a stronger effect;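 active = phage lysis inhibition, versus mean bacterial control, above a set limit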;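 note: capsule biogenesis inhibitors block K1F phage lysis so surviving cells raise fluorescence; higher fluorescence means more inhibition of phage lysis; actives were called in the ten point dose series up to 300 µM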
PMI inhibition: MPI inhibition at elevated mannose 6-phosphate – biochemical, fluorescence intensity, high mannose 6-phosphate, primary screen (AID 1220); recombinant PMI enzyme, coupled fluorescence intensity; higher % means a stronger effect; one-dose inhibition, % at 20 µM; IC50 in µM for titrated hits; actives 0.66% (n = 190,000)
M17LAP inhibition: P. falciparum M17LAP inhibitors, primary screen, biochemical, fluorogenic H-Leu-NHMec substrate, 1536-well (AID 1619); recombinant M17LAP, H-Leu-NHMec fluorogenic kinetic assay; higher % means a stronger effect; inhibition, % at 30 µM, or IC50 in µM where a hit was titrated; actives 0.38% (n = 220,000);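 active = compound inhibiting the enzyme by more than half at any dose during confirmatory dose-response retesting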;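 note: plate controls were full reaction with DMSO carrier for no effect and no enzyme background for full effect; strong numbers were not always called active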
Siah-1 displacement: Siah-1 peptide-binding antagonists, primary screen, biochemical, fluorescence polarization, rhodamine-plectin, uHTS (AID 1817). Siah-1 / rhodamine-plectin peptide fluorescence polarization; higher % means a stronger effect. one-dose displacement, % at 20 µM; IC50 in µM for titrated hits. actives 0.02% (n = 290,000);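 active = displacement of at least 50% at 20 µM, with a fluorescence ratio check between 0.3 and a set limit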;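 note: plate controls were Siah plus tracer with DMSO for no effect and tracer alone without Siah for full effect; strong numbers were not always called active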
Lipid droplet: hepatic lipid droplet formation modulation | AML12 mouse hepatocytes, oleate lipid droplets, BODIPY imaging | inhibition, % at 6.5 µM | actives 0.4% (n = 240,000);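 active = lipid droplet intensity inhibited by at least 50%, with more than 500 cells counted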
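Technique: fluorescence imaging, 20x objective, two fields per well / Assay system: AML12 hepatocytes (mouse) / Measure: % inhibition of lipid droplet signal / Doses: 6.5 µM single-point dosing / Incubation: overnight exposure / Reagent: 100 µM oleic acid challenge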
XIAP antagonists: small molecules displacing peptide from XIAP – biochemical, IAP family, fluorescence polarization (AID 1018). XIAP BIR domain, fluorescence polarization peptide displacement; higher % means a stronger effect. displacement, % at 20 µM, or IC50 in µM where a hit was titrated. actives 0.007% (n = 200,000); in the data active = displacement above about 50%; note: a part of the inactive calls stands beside numbers as strong as those of hits
Lipid droplet cells 6.5 µM: second read-out of Lipid droplet, no call of its own (marks repeat the call); cell count; measured here: cell count, cytotoxicity flag;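 cells counted across two imaged fields per well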
An asterisk follows results filed as active; i = inactive; · = not tested or not shown; [ ] = remark or other dose. Cut-off read from the data, not from the text of the source, unless noted: active = inhibition above about 50%; inactive = the rest.

Value order – M1AAP inhibition	PMI inhibitors	TNAP activators	K1F lysis inhibition	PMI inhibition	M17LAP inhibition	Siah-1 displacement	Lipid droplet	Lipid droplet cells 6.5 µM	XIAP antagonists
O=C(CCCOc1ccccc1)Nc1ccc2c(c1)OCCO2
 : -2%	-7%	1.1	0.0%	-6%	-7%	-4%	21	798	-5.6%
CCN(CCCNC(=O)CCn1c(=O)[nH]c2ccccc2c1=O)c1cccc(C)c1
 : 4%	-3%	0.8	0.4%	22%	-9%	1%	·	·	-0.5%
Cc1ccc(NC2SC(=O)N(CC(=O)O)C2=O)cc1 (stereo not given)
 : 4%	6%	1.1	-0.1%	-3%	31%	-1%	-2	731	-20%
Cc1nc2ccccc2c(=O)n1NC(=O)/C=C/c1ccc(Br)cc1
 : 3%	-2%	1.1	0.1%	5%	-14%	3%	20	712	-4.0%
O=C(NCCN1CCCC1)c1ccc(Cn2c(=S)[nH]c3cc4c(cc3c2=O)OCO4)cc1
 : 4%	17%	1.1	0.0%	1%	7%	2%	·	·	-5.2%
O=C(NCCN1CCN(c2ccccc2)CC1)c1cccc(Br)c1
 : 11%	1%	1	6.8%	1%	-6%	10%	-4	709	-0.5%
O=C(NNC(=O)C1CCN(Cc2ccc(F)cc2Cl)CC1)Nc1ccc([N+](=O)[O-])cc1
 : 9%	0%	1.1	-0.7%	-6%	5%	6%	2	721	-3.9%
O=C(NCC1CCCCC1)C1CCN(C(=O)NC2CCCCC2)CC1
 : 18%	-8%	1.1	0.0%	-4%	7%	-3%	·	·	-10%
N#CCC(=O)Nc1ccc(C(=O)OCC(=O)Nc2cccc(C(F)(F)F)c2)cc1
 : 4%	1%	1.1	-0.9%	0%	5%	8%	17	705	-16%
CC1Oc2ccccc2N(CC(=O)N2CCc3ccccc32)C1=O (stereo not given)
 : 4%	-4%	1.1	-0.5%	8%	4%	5%	·	·	-2.6%
COc1cccc(N=c2oc3c(C)ncc(CO)c3cc2C(=O)Nc2ccccc2OC)c1
 : 1%	0%	1.1	·	-3%	3%	2%	·	·	-4.9%
Cc1ccc(S(=O)(=O)NNC(=O)CCCCC(=O)NNS(=O)(=O)c2ccc(C)cc2)cc1
 : 2%	-27%	1	-0.9%	-14%	0%	1%	3	664	-5.1%
O=C(CSc1nnc(-c2ccccc2F)n1C1CC1)Nc1cccnc1Cl
 : 0%	6%	1.1	-1.5%	-1%	-12%	3%	-9	678	-7.1%
CCOC(=O)CNC(=O)C12CC3CC(C1)CC(c1ccc(C)cc1)(C3)C2
 : -3%	-5%	1.1	0.1%	3%	4%	-5%	4	751	-3.8%
O=C(/C=C/c1ccccc1)Nc1ccc(Cl)cn1
 : 8%	9%	1.1	0.2%	28%	1%	-1%	-8	657	-4.3%

At a glance, part of the list above:
Value order – M1AAP inhibition	PMI inhibitors	TNAP activators	K1F lysis inhibition	PMI inhibition	M17LAP inhibition	Siah-1 displacement	Lipid droplet	Lipid droplet cells 6.5 µM	XIAP antagonists
O=C(CCCOc1ccccc1)Nc1ccc2c(c1)OCCO2
 : -2%	-7%	1.1	0.0%	-6%	-7%	-4%	21	798	-5.6%
CCN(CCCNC(=O)CCn1c(=O)[nH]c2ccccc2c1=O)c1cccc(C)c1
 : 4%	-3%	0.8	0.4%	22%	-9%	1%	·	·	-0.5%
Cc1ccc(NC2SC(=O)N(CC(=O)O)C2=O)cc1 (stereo not given)
 : 4%	6%	1.1	-0.1%	-3%	31%	-1%	-2	731	-20%
Cc1nc2ccccc2c(=O)n1NC(=O)/C=C/c1ccc(Br)cc1
 : 3%	-2%	1.1	0.1%	5%	-14%	3%	20	712	-4.0%
O=C(NCCN1CCCC1)c1ccc(Cn2c(=S)[nH]c3cc4c(cc3c2=O)OCO4)cc1
 : 4%	17%	1.1	0.0%	1%	7%	2%	·	·	-5.2%
O=C(NCCN1CCN(c2ccccc2)CC1)c1cccc(Br)c1
 : 11%	1%	1	6.8%	1%	-6%	10%	-4	709	-0.5%

The results go on:
Value order – M1AAP inhibition	PMI inhibitors	TNAP activators	K1F lysis inhibition	PMI inhibition	M17LAP inhibition	Siah-1 displacement	Lipid droplet	Lipid droplet cells 6.5 µM	XIAP antagonists
CCNC(=O)N1C(=O)C2(OCCO2)c2cc(Br)ccc21
 : 5%	-5%	1.1	0.2%	-2%	-3%	8%	·	·	0.8%
COc1cc(/C=C(\C#N)C(=O)NCC2CCCO2)ccc1OC(C)C (stereo not given)
 : 18%	12%	1.1	1.0%[50 µM]	6%	41%	-6%	6	692	-5.5%
O=C(NNC(=S)NC(=O)c1ccco1)c1ccc(NC(=O)c2ccccc2)cc1
 : -8%	-13%	1	i	-28%	3%	-10%	7	675	-3.4%
CCn1c(=O)cc(N2CCN(C(=O)c3ccco3)CC2)[nH]c1=O
 : -10%	·	·	0.3%	·	-12%	-1%	12	708	·
Cc1cc(Nc2ccccc2)nn1C(=O)c1ccccc1
 : 14%	3%	1.1	-1.3%[50 µM]	5%	5%	-2%	·	·	-6.7%
Cc1cccc(Oc2nc3ccccn3c(=O)c2/C=C(\C#N)C(=O)NC2CCS(=O)(=O)C2)c1 (stereo not given)
 : 4%	-2%	1.1	-0.9%	-4%	-57%	1%	12	618	-6.5%
COC(=O)C1CCN(C(=O)c2ccc(SC)cc2OC)CC1
 : 2%	6%	1	-0.4%	5%	-4%	-1%	·	·	2.8%
COc1ccc(C(=O)NN)cc1
 : -5%	·	·	-0.8%	·	-1%	-2%	-32	713	·
COc1cc(/C=C2/C(=O)CNC2=O)ccc1O
 : 12%	9%	0.6	0.1%	29%	33%	-6%	15	711	-5.3%
CCCCOc1ccc(Cc2c(Cl)nc(SC)nc2N2CCOCC2)cc1
 : 0%	18%	1.2	1.9%	11%	7%	3%	-14	497	-4.6%
O=C1C2CCCN2C(=O)N1CCCN1CCN(c2cccc(Cl)c2)CC1 (stereo not given)
 : 1%	-13%	1.1	1.3%[50 µM]	-4%	13%	19%	19	721	-4.7%
C1CCC(CNc2c3c(nc4nnnn24)CCCC3)CC1
 : 4%	-2%	1.1	2.9%	2%	10%	6%	·	·	-3.4%
CN(Cc1ccccc1)C(=O)COC(=O)c1ccc(Cl)c(N)c1
 : -6%	9%	1	2.6%[50 µM]	3%	7%	-8%	12	513	-2.0%
COc1ccccc1NC(=O)CN1CCC(n2nnc3cc(F)ccc32)CC1
 : 15%	16%	1.1	0.4%	8%	56%	5%	5	786	-6.9%
O=C(O)c1ccc(COCC(F)(F)C(F)F)o1
 : -3%	-5%	1.2	-1.2%	-4%	13%	8%	·	·	0.4%
Cc1csc(-c2cnn(-c3ccccc3)c2NC(=O)c2cccc(F)c2)n1
 : 0%	-7%	1.2	-0.2%	-2%	-1%	0%	-12	731	-0.1%
CC(C)(C)C(=O)NC1CCN(S(=O)(=O)c2cccc(C(F)(F)F)c2)CC1
 : 4%	-3%	0.9	0.6%	-1%	0%	5%	·	·	-5.0%
N#Cc1c(/N=C/c2ccccc2)oc(-c2ccccc2)c1-c1ccccc1
 : 6%	9%	1	0.0%	33%	15%	-1%	-4	718	-3.8%
COc1cc(C(=O)Nc2cccc(-c3nc4cc(C)cc(C)c4o3)c2)cc(OC)c1OC
 : 2%	6%	1.6	0.5%	6%	-6%	28%	·	·	-2.0%
Cc1cc(-n2c(C)cc(C(=O)CCl)c2C)no1
 : 6%	-17%	1.2	-0.2%	-4%	-3%	8%	8	712	0.5%
CN(C)[C@@H](CO)c1nnc([C@H](Cc2ccc(O)cc2)NC(=O)C2CCNCC2)o1
 : 0%	-16%	1.1	1.1%	-7%	0%	-3%	10	750	3.4%
N#Cc1c(NC(=O)CCCl)sc2c1CCCCC2
 : -10%	-13%	1.1	0.4%	2%	12%	1%	6	672	40%
CCOCc1nnc(NC(=O)CSCc2ccccc2)s1
 : 0%	2%	1.1	-0.1%	1%	-11%	1%	·	·	-1.1%
CCc1c(C)sc(NC(=O)c2noc(C)c2[N+](=O)[O-])c1C#N
 : 9%	0%	0.9	0.1%	-6%	6%	-4%	4	658	-8.4%
COc1ccc(Cc2nnc(N)s2)cc1OC
 : -1%	-2%	1.1	-0.3%	2%	-3%	2%	34	809	-3.8%
NC(=O)C(c1ncc(C(F)(F)F)cc1Cl)c1c(Cl)cccc1Cl (stereo not given)
 : 6%	-1%	1.1	0.3%	-10%	1%	-1%	·	·	0.5%
CSc1nnc(NC(=O)c2cc3ccccc3oc2=O)s1
 : 8%	-4%	1.2	3.7%	-2%	-6%	-2%	·	·	-5.9%
COC(=O)c1c(NC(=O)CSc2nnnn2C)sc(C)c1C
 : 0%	21%	1	0.5%	9%	4%	-2%	-8	758	-3.7%
CN(C)N1C(N)=C(C#N)C(c2cccnc2)C2=C1CC(C)(C)CC2=O (stereo not given)
 : 4%	-4%	1.1	0.1%	9%	9%	2%	·	·	-5.3%
COCCNC(=O)Cn1nc(C)c([N+](=O)[O-])c1C
 : ·	6%	1.1	-0.4%	6%	·	9%	3	664	-3.0%
CC(C)COP(=O)(OCC(C)C)C(Nc1ccccc1)c1ccccc1 (stereo not given)
 : 9%	·	·	-1.6%	·	5%	11%	7	705	·
Cc1ccc2cc(C#N)c(SCC(=O)NNC(=O)Cc3ccccc3)nc2c1
 : 4%	12%	1.3	-2.9%	-2%	-6%	4%	-10	635	-2.6%
Cc1cc(C)n2c(nc3ccccc32)c1C(=O)NCc1ccccc1
 : 8%	-8%	1.3	1.1%	-8%	-10%	-3%	-15	689	-11%
N=C(N)n1c(N)nc2ccccc2c1=O
 : 4%	·	·	0.2%	·	-4%	-6%	0	867	·

Single values from above.
`Cc1ccc2cc(C#N)c(SCC(=O)NNC(=O)Cc3ccccc3)nc2c1` @ M17LAP inhibition: -6%
`CC(C)COP(=O)(OCC(C)C)C(Nc1ccccc1)c1ccccc1` (stereo not given) @ Lipid droplet: 7
